Compound activity (PubChem BioAssay)
FBW7 act = human FBW7 E3 ligase activation, primary screen; normalized activity (activation), % at 26.1 µM; AlphaScreen FBW7–phospho-cyclin E peptide binding, activator screen; 650,000 tested, 0.13% active; AID 1259310; in the data active = normalized activity above about 1.9%;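 also: purified mutant Fbw7 with reduced substrate affinity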
GPR151 activ = activators of human GPR151; activation, % at 11.2 µM; AID 1508602; 650,000 tested, 1% active; PathHunter beta-arrestin GPR151 cells, luminescence; in the data active = activation above about 4.9%;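 also: 0% = median of compound wells and 100% = cells with positive control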
Target sequence (Q8TDV0 whole entry, looked up): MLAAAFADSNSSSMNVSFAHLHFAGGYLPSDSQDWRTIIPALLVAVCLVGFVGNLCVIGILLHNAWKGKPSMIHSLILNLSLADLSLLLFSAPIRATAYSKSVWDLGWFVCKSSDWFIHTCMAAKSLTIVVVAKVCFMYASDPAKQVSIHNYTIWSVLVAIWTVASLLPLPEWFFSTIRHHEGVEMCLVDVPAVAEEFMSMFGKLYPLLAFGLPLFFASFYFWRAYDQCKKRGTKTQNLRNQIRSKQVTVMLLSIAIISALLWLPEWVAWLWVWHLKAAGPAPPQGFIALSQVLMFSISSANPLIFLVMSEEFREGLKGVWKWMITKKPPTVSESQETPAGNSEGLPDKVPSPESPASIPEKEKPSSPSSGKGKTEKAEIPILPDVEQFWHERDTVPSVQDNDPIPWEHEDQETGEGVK
TEAD-YAP block = TEAD-YAP interaction inhibition; AID 1259422; 640,000 tested, 1.4% active; HEK-TIYL cells, TEAD-Gal4/YAP UAS-luciferase luminescence; inhibition, % at 9.12 µM; in the data active = inhibition above about 32%;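 also: 0% = median of test compound wells and 100% = reference inhibitor wells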
MITF primary = blocks human microphthalmia-associated transcription factor; O75030; AlphaScreen MITF homodimerization, bead proximity signal; inhibition, % at 2.6 µM; 650,000 tested, 0.91% active; AID 1259374; in the data active = inhibition above about 50%;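 also: 0% = vehicle wells with protein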
Target sequence (O75030 whole entry, looked up): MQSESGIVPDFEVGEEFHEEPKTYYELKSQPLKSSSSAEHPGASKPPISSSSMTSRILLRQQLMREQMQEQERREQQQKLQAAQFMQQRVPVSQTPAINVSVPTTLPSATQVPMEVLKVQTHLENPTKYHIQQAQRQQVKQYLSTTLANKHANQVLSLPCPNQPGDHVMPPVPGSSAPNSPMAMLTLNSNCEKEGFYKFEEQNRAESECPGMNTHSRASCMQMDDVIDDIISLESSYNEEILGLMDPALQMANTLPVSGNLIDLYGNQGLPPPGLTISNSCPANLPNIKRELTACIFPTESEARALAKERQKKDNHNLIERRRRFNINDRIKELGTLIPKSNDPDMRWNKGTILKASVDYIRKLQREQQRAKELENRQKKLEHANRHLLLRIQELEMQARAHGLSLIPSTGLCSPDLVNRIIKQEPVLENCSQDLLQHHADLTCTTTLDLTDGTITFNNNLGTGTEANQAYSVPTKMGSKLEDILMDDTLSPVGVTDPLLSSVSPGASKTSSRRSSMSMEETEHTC
* marks the source's active call; other numbers are inactive results; · = not tested or not shown.

[1] CCCCCCc1cc2cc(C(N)=O)c(=Nc3ccccc3)oc2cc1O
[2] O=C(CNc1cccc2ccccc12)N/N=C/c1cc([N+](=O)[O-])ccc1O
[3] N#Cc1ccccc1OCC(=O)NC(=O)NCc1ccccc1
[4] CCOC(=O)c1sc(N2C(=O)C(=O)/C(=C(/O)c3ccccc3)C2c2cccc(Cl)c2)nc1C (stereo not drawn)
[5] COc1ccc(NC(=O)Cn2c(-c3ccccc3F)nc3ccccc3c2=O)cc1OC
[6] Cc1cccc(NC(=O)c2cc3nc(-c4ccc5c(c4)OCO5)cc(C(F)(F)F)n3n2)c1C
[7] COc1ccc(C(=O)c2sc3nc4c(c(-c5ccco5)c3c2N)CCCCC4)cc1
[8] COc1ccc(C2C(O)C(O)C(C)N2C)cc1OC (stereo not drawn)

screen / no. | 1 | 2 | 3 | 4 | 5 | 6 | 7 | 8
FBW7 act | -0.1 | -0.2 | 0.1 | -0.2 | 0.0 | -0.1 | 0.9 | 0.1
GPR151 activ | 4.8 | 0.3 | 3.4 | 0.9 | 0.8 | -2.2 | -1.3 | -0.3
TEAD-YAP block | 2 | 23 | -4 | -6 | -4 | -10 | 1 | 1
MITF primary | 10 | 18 | -2 | -7 | 9 | 1 | 22 | -1

[9] COc1ccc(CC(=O)NCCN2CCOCC2)cc1
[10] Cc1occc1C(=O)NNC(=O)CCc1ccccc1
[11] O=C(NCCCn1ccnc1)c1ccc(C#Cc2ccccc2)o1
[12] COc1ccc(CN2CCN(c3ccc(C(C)=O)cc3)CC2)cc1OC
[13] CC(=O)N1CCN(Cc2ccc3c(c2)CN(C(=O)CCC2CCCCC2)CCO3)CC1
[14] O=C1C2CC2C(=O)N1c1ccc2snnc2c1 (stereo not drawn)
[15] c1ccc(-c2cc(NCCCN3CCOCC3)nc(-c3ccccn3)n2)cc1
[16] O=C(CN1C(=O)C2C3C=CC(C4CC34)C2C1=O)Nc1ccc(I)cc1 (stereo not drawn)

screen / no. | 9 | 10 | 11 | 12 | 13 | 14 | 15 | 16
FBW7 act | 0.1 | 0.2 | -0.1 | -0.1 | -0.1 | 0.1 | -0.7 | -0.1
GPR151 activ | -0.7 | -0.7 | 1.7 | 0.2 | 1.1 | 0.7 | 1.0 | 0.9
TEAD-YAP block | 5 | -9 | 35* | -8 | 10 | -6 | 10 | -3
MITF primary | 7 | -4 | 4 | 43 | 3 | 3 | -13 | -12

[17] CNC(=O)Nc1nncnc1C(=O)O
[18] Cc1cc(-c2cccnc2)c(C#N)c(SCC#N)n1
[19] O=[N+]([O-])c1ccc(/C=N/Nc2cccc(C(F)(F)F)c2)o1
[20] COc1cc(/C=C/CN2CCC3(CC2)CC3C(=O)N(C)Cc2cscn2)ccc1O (stereo not drawn)
[21] Cc1cc(CN2CCCCC2)oc1C(=O)N1CCC[C@H](C(=O)c2ccc3c(c2)OCO3)C1
[22] O=C1CC(c2noc(-c3ccccn3)n2)CN1c1cccc(F)c1 (stereo not drawn)
[23] COCCNC(=O)CCn1c(=O)[nH]c2ccccc2c1=O
[24] C[C@@H]1CN(C(=O)c2nc3sccn3c2CNCCOc2cccnc2)C[C@H](C)O1

screen / no. | 17 | 18 | 19 | 20 | 21 | 22 | 23 | 24
FBW7 act | 0.0 | -0.2 | -0.2 | -0.1 | 0.3 | 0.1 | 0.0 | -0.2
GPR151 activ | -1.3 | -0.8 | -0.5 | 0.2 | -0.1 | 2.3 | 3.5 | 1.5
TEAD-YAP block | -11 | -3 | 13 | -4 | -2 | 4 | 3 | 3
MITF primary | 5 | -1 | 1 | 1 | 11 | 5 | 0 | 0

[25] COc1ccc(C(=O)Nc2cc(C(=O)Nc3cccc(C(C)=O)c3)ccc2N2CC3CC(C2)c2cccc(=O)n2C3)cc1 (stereo not drawn)
[26] O=C(Nc1nc2ccccc2n1Cc1ccc(Cl)cc1)c1ccco1
[27] CCOC(=O)c1cnc2ccccc2c1Nc1cccc(C(C)=O)c1
[28] COc1ccc(C2=CC3=C(Br)C(=O)C(C)(O)C(=O)C3=CO2)cc1 (stereo not drawn)
[29] CN(CC(=O)Nc1ccc(F)cc1)C(=O)CSc1nnc(N)s1
[30] COc1nccnc1NS(=O)(=O)c1ccc(NC(=O)c2ccccc2Br)cc1
[31] C=C(C)[C@@H]1CC=C(CN[C@H]2C[C@@H](C(=O)NCc3cccnc3)N(Cc3ccccc3)C2)CC1
[32] O=C(c1ccco1)N1CCc2ccc(NS(=O)(=O)Cc3ccc(F)cc3)cc2C1

screen / no. | 25 | 26 | 27 | 28 | 29 | 30 | 31 | 32
FBW7 act | -0.2 | -0.1 | 0.0 | -0.1 | 0.2 | 0.0 | 0.1 | 0.0
GPR151 activ | 0.1 | -0.6 | 0.1 | -0.3 | -1.3 | -0.7 | 0.1 | -0.9
TEAD-YAP block | -8 | -4 | -9 | · | -4 | 1 | -2 | -2
MITF primary | -9 | -11 | 3 | -5 | -5 | -7 | 3 | 6

[33] COc1cccc(/C(O)=C/C(=O)C(=O)Nc2ccccc2F)c1
[34] COc1cccc(CNC(=O)c2cc3ccc(-c4cn[nH]c4)cc3[nH]2)c1
[35] CCOC(=O)CSc1nc2sc(C(=O)OCC)c(C)c2c(=O)n1CCc1ccccc1
[36] COc1ccc(-c2noc(N(C)CC(=O)N3CCC(C)CC3)n2)cc1
[37] CC(Cl)C(=O)Nc1cc(Cl)ccc1C#N (stereo not drawn)
[38] CCCC(c1nnnn1Cc1ccco1)N1CCN(c2ccc(F)cc2)CC1 (stereo not drawn)
[39] Cc1ccccc1/C=N/NC(=O)CNc1cccc2ccccc12
[40] CCOc1cccc(C(=O)Nc2ccc(-c3nc4cc(C)cc(C)c4o3)cc2)c1

screen / no. | 33 | 34 | 35 | 36 | 37 | 38 | 39 | 40
FBW7 act | -0.4 | 0.0 | 0.1 | -0.1 | 0.5 | -0.1 | -0.1 | -0.3
GPR151 activ | -0.1 | -0.9 | -1.0 | 0.4 | -2.6 | -0.4 | 1.0 | 1.8
TEAD-YAP block | 9 | -2 | 0 | -14 | 2 | 0 | 3 | -6
MITF primary | 14 | -7 | 19 | -11 | 15 | 1 | 14 | -4

In another format: entries from further up.
#	mol	FBW7 act	GPR151 activ	TEAD-YAP block	MITF primary
7	COc1ccc(C(=O)c2sc3nc4c(c(-c5ccco5)c3c2N)CCCCC4)cc1	0.9	-1.3	1	22
8	COc1ccc(C2C(O)C(O)C(C)N2C)cc1OC (stereo not drawn)	0.1	-0.3	1	-1

(cont.)
[41] CCSc1nc2c(c(=O)n1CC1CCCCC1)C1(CCCCC1)Cc1ccccc1-2
[42] CC(=O)C1=C(C)Nc2ncnn2C1c1cc(Br)ccc1OCc1ccccc1 (stereo not drawn)
[43] CCC(C(=O)NC(C)(C)C)N(C(=O)Cn1nnc(-c2ccc(C)o2)n1)c1cccc(F)c1 (stereo not drawn)
[44] Cn1c(-c2ccccc2)cnc1NCc1ccc(F)cc1F
[45] CCOC(CCn1c(SCC(=O)NC2CCCC2)nc2ccccc2c1=O)OCC
[46] NC(=O)Cn1c(=O)n(Cc2cccs2)c(=O)c2ccc(Cl)cc21
[47] CC(C)CCNC(=O)Cn1c(=O)oc2cc(S(=O)(=O)N3CCc4ccccc43)ccc21
[48] COc1ccc(S(=O)(=O)Nc2cccc(-c3nc4cccnc4s3)c2)cc1

screen / no. | 41 | 42 | 43 | 44 | 45 | 46 | 47 | 48
FBW7 act | 0.5 | 0.0 | 0.0 | 0.0 | -0.1 | 0.0 | -0.1 | -0.1
GPR151 activ | -0.3 | -0.6 | 0.4 | 3.7 | 0.2 | 0.1 | 0.4 | 0.9
TEAD-YAP block | -6 | 8 | -5 | -6 | -3 | 1 | 4 | -2
MITF primary | 2 | 7 | 0 | 27 | -17 | 0 | 12 | -2

Entries of single compounds from above. Screens in order: FBW7 act, GPR151 activ, TEAD-YAP block, MITF primary
CCSc1nc2c(c(=O)n1CC1CCCCC1)C1(CCCCC1)Cc1ccccc1-2 in the list: 0.5, -0.3, -6, 2
Cn1c(-c2ccccc2)cnc1NCc1ccc(F)cc1F in the list: 0.0, 3.7, -6, 27
NC(=O)Cn1c(=O)n(Cc2cccs2)c(=O)c2ccc(Cl)cc21 in the list: 0.0, 0.1, 1, 0
CC(C)CCNC(=O)Cn1c(=O)oc2cc(S(=O)(=O)N3CCc4ccccc43)ccc21 in the list: -0.1, 0.4, 4, 12

(cont.)
[49] CC(C)N1CCCC(CNC(=O)CCc2nnc(CCCCc3ccccc3)o2)C1 (stereo not drawn)
[50] O=C(Nc1cccc(-c2nc3cccnc3s2)c1)c1ccc2ccccc2c1
[51] Cc1ccc(CN(Cc2ccccc2)C(=S)NCC(=O)NC2CCCC2)o1
[52] CC12CCC(C(=O)Nc3ccccc3F)(OC1=O)C2(C)C (stereo not drawn)
[53] COc1cc(C2C(=O)N(C3CCCCCC3)CC(=O)N2Cc2ccccc2Cl)ccc1OC(C)C (stereo not drawn)
[54] NC1=C(c2ccccc2)S(=O)c2cc(Oc3ccccc3)ccc21 (stereo not drawn)
[55] O=c1cc(-c2ccccc2O)oc2cc(O)ccc12
[56] CC(C)N1CCC(N2CCN(Cc3ccc(F)cc3F)CC2CCO)CC1 (stereo not drawn)

screen / no. | 49 | 50 | 51 | 52 | 53 | 54 | 55 | 56
FBW7 act | 0.1 | -0.1 | 0.0 | 0.0 | -0.1 | -0.1 | 0.1 | -0.1
GPR151 activ | 0.6 | -0.6 | -1.4 | 0.0 | -0.6 | -0.6 | -2.3 | -0.4
TEAD-YAP block | 2 | -17 | 13 | 5 | 0 | -35 | 23 | -18
MITF primary | 1 | 10 | 9 | 1 | 11 | 10 | -2 | -2

[57] Cc1cc(/C=C2/SC(=O)N(C)C2=O)c(C)n1C
[58] CC(C)C(NS(C)(=O)=O)c1nnc2n1CCN(Cc1ccoc1)CC2 (stereo not drawn)
[59] CN(C)S(=O)(=NC(=O)c1ccccc1)c1ccc(Cl)cc1 (stereo not drawn)
[60] CCCCOc1ccc(Nc2cc(C)nc3ccc(C(=O)OC)cc23)cc1
[61] COCCCN1C(=O)C(C(C)C)NC1=S (stereo not drawn)
[62] OC1CCN(C(c2ccc(C(F)(F)F)cc2)c2nnnn2C2CCCC2)CC1 (stereo not drawn)
[63] O=C(Nc1nc2ccccc2n1CCOc1ccc(F)cc1)c1ccc(Cl)cc1
[64] Cc1nc2cc(NCc3cc([N+](=O)[O-])ccc3O)ccc2n1Cc1ccccc1

screen / no. | 57 | 58 | 59 | 60 | 61 | 62 | 63 | 64
FBW7 act | -0.1 | -0.1 | 0.0 | 0.0 | 0.0 | 0.0 | 0.0 | 0.1
GPR151 activ | 0.2 | -1.3 | -0.7 | 0.5 | -1.2 | 0.3 | 0.1 | -0.7
TEAD-YAP block | -28 | 5 | -10 | 6 | 6 | 10 | -13 | 3
MITF primary | -2 | -17 | 7 | -1 | 11 | -2 | -6 | 9

A different layout for two compounds above.
cpd	Molecule	FBW7 act	GPR151 activ	TEAD-YAP block	MITF primary
42	CC(=O)C1=C(C)Nc2ncnn2C1c1cc(Br)ccc1OCc1ccccc1 (stereo not drawn)	0.0	-0.6	8	7
43	CCC(C(=O)NC(C)(C)C)N(C(=O)Cn1nnc(-c2ccc(C)o2)n1)c1cccc(F)c1 (stereo not drawn)	0.0	0.4	-5	0

Following part:
[65] CCOC(=O)Cc1csc(NC(=O)CSc2nnc3c(C)cc4ccccc4n23)n1
[66] O=C(NCc1ccccc1)c1c[nH]c2ccc(S(=O)(=O)N3CCOCC3)cc2c1=O
[67] CCOc1ccc(N(C(=O)Nc2cccc(Cl)c2)C2=NCCC2)cc1
[68] Cc1c(Br)c([N+](=O)[O-])nn1CC(=O)NCc1ccco1
[69] N#Cc1c(NC(=S)NC(=O)c2ccccc2)sc2c1CCCCCC2
[70] O=c1n(Cc2ccncc2)nc(C(F)(F)F)c2cccn12
[71] C/C(=N\Nc1nncc2ccccc12)C1=C(O)CC(C)(C)CC1=O
[72] N#CC(C#N)=Cc1c(-c2ccccc2)nc2ccccn12

screen / no. | 65 | 66 | 67 | 68 | 69 | 70 | 71 | 72
FBW7 act | -0.1 | 0.0 | -0.1 | 0.0 | 0.0 | 0.1 | -0.5 | 0.0
GPR151 activ | -0.3 | -1.2 | 0.1 | -1.4 | 1.1 | -0.3 | -0.3 | -1.3
TEAD-YAP block | -4 | -9 | 8 | 10 | -17 | -6 | -18 | -2
MITF primary | 1 | -8 | 5 | 18 | 7 | -2 | 7 | 16

[73] Cc1cccc2c(N)c3c(nc12)CCCCC3 (tested in a mixture with another compound)
[74] Cc1ccc(C)n1-c1ccc(Cl)cc1C(=O)O
[75] OCCC1CN(Cc2cccc3cnccc23)CCN1C1CCCC1 (stereo not drawn)
[76] CN(C)S1=NC(C(Cl)(Cl)Cl)=NC(c2ccccc2)=N1 (stereo not drawn)
[77] S=C(c1ccc(Cl)cc1)N1CCCCC1
[78] CC(C)c1cc(Br)ccc1OCCN1CCN(C)CC1
[79] Cc1[nH][nH]c(=O)c1C(c1ccc(OCc2ccc(Br)cc2)cc1)c1c(C)[nH][nH]c1=O
[80] COCCNCCOc1ccc(Cl)cc1C(C)(C)C

screen / no. | 73 | 74 | 75 | 76 | 77 | 78 | 79 | 80
FBW7 act | -0.1 | -1.3 | 0.3 | -0.1 | -0.1 | -0.1 | -0.8 | 0.3
GPR151 activ | -0.2 | 7.7* | 1.0 | -0.5 | 1.9 | 3.3 | 1.5 | 0.6
TEAD-YAP block | -4 | 8 | 11 | -3 | 2 | -4 | 1 | 13
MITF primary | 7 | 70* | 8 | -4 | -2 | 6 | 0 | 74*
